# TRb-SRC2 inh: qHTS for Inhibitors of the Interaction of Thyroid Hormone Receptor and Steroid Receptor Coregulator 2 | Thyroid hormone receptor beta (Homo sapiens), P10828 | TRbeta-SRC2 peptide binding, fluorescence polarization; receptor liganded with 1 µM T3 | 280,000 tested, 0.065% active | AID 1469, 2008 | Potency, µM (highest dose often 106 µM), inactives show at the highest dose activity change, negative = inhibition, actives largely listed as inhibitors;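 note: plate controls were bound peptide for no effect and peptide without receptor for full effect; nearly all actives have a fitted effect of over 50% in size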
#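 Decrease in fluorescence polarization of 20 nM Texas Red SRC2 coactivator peptide flagged inhibition of its binding to 0.6 uM TRb LBD; 1 uM T3 included, incubation 5 hr, ex 555/em 632 nm.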
# TexasRed fluor: Total Fluorescence Counterscreen for Inhibitors of the Interaction of Thyroid Hormone Receptor and Steroid Receptor Coregulator 2; AID 1479, 2009; TRb/SRC2 Texas Red total fluorescence interference; 280,000 tested, 0.29% active; Potency, µM (series often up to 106 µM), for the others: top-dose fluorescence change, negative = quenching; active = well fitted curve in either direction with a large enough effect; inconclusive = small, poorly fitted or top-dose-only effect
#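 Flags fluorescent or light-absorbing compounds by total fluorescence, S + 2P, at 555 nm excitation and 632 nm emission. Mixture: 20 nM Texas Red SRC2 peptide, 0.6 uM human TRb LBD, 1 uM T3, 5% DMSO; compound exposure 5 h at ambient temperature.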
# L3MBTL1 inh: qHTS Assay for the Inhibitors of L3MBTL1. Lethal(3)malignant brain tumor-like protein 1 (Homo sapiens), Q9Y468. AlphaScreen L3MBTL1–H3K9me1 peptide binding. Potency, µM (series often up to 57.1 µM), inactives show at the highest dose activity, negative = inhibition, hits mostly inhibitors. 230,000 tested, 0.66% active. AID 485360, 2010; note: nearly all actives have a fitted effect of over 60% in size
# Target sequence (Q9Y468 whole entry, looked up): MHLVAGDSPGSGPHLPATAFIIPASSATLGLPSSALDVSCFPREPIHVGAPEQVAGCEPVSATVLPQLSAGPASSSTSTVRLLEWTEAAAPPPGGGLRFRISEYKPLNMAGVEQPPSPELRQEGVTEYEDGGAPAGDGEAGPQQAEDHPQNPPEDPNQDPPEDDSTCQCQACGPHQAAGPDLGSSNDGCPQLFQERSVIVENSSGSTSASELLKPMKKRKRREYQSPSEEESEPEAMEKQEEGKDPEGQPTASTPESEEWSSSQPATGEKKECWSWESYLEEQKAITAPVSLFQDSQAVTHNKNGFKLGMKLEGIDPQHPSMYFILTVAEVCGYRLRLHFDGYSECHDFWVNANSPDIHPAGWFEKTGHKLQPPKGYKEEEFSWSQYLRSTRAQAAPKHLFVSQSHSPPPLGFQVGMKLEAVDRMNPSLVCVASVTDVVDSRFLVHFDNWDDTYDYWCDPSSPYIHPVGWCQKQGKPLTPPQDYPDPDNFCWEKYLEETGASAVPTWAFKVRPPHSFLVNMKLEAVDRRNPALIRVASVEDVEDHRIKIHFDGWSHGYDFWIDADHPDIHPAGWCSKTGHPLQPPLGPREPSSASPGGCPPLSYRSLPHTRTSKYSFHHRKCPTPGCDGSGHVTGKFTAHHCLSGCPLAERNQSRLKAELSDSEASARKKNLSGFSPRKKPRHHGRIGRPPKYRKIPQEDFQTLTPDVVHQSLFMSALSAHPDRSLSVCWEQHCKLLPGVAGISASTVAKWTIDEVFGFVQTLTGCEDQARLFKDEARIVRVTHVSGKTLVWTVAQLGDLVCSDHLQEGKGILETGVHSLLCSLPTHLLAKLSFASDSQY
#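 AlphaScreen assay: L3MBTL1 (50 nM final) was preincubated 30 min at room temperature with biotinylated H3(1-15)K9me1 peptide (75 nM final), then 30 min with library compounds; streptavidin donor and nickel chelate acceptor beads (10 ug/mL final) added, 30 min dark.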
# Tau fluor cs: Counterscreen qHTS for Inhibitors of Tau Fibril Formation, Fluorescence Polarization; tau K18 P301L Alexa594 fluorescence, heparin fibrillization; Potency, µM (highest dose often 57.7 µM), inactives show at the highest dose activity change, negative = decrease; 280,000 tested, 0.93% active; note: nearly all actives have a fitted effect of over 55% in size
#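 Human tau K18 P301L (15 uM unlabeled, 0.24 uM Alexa 594-labeled) in 100 mM sodium acetate pH 7 with 20 uM heparin, 6 hr at 37 C. ThT 30 uM added, 1 hr ambient; Alexa 594 FP and total fluorescence read at 555/632 nm.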
# Tau ThT inhib: qHTS for Inhibitors of Tau Fibril Formation, Thioflavin T Binding; AID 1460, 2008; recombinant tau K18 P301L, heparin-induced fibrillization, ThT fluorescence; 270,000 tested, 2.1% active; Potency, µM (doses to about 57.4 µM), inactives show top-dose activity, negative = inhibition, usual class: inhibitors; note: nearly all actives have a fitted effect of over 55% in size
# Target sequence (P10636 561-689 P618L limits assumed): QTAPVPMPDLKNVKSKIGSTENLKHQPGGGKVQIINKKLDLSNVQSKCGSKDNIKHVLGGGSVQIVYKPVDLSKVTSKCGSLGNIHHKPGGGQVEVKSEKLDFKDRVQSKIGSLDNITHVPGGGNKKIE
#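 Fibril formation assay: tau K18 P301L at 15 uM with trace Alexa 594 label, heparin inducer 20 uM, pH 7 sodium acetate buffer, 37 C for 6 hr; endpoint ThT signal.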
# Tau fibril FP: qHTS for Inhibitors of Tau Fibril Formation, Fluorescence Polarization; Microtubule-associated protein tau (Homo sapiens), P10636; K18 P301L tau heparin fibrillization, Alexa594 FP, 6 h; Potency, µM (doses to about 57.7 µM), inactives show at the highest dose activity, negative = inhibition, usual class: inhibitors; 280,000 tested, 0.39% active; AID 1468, 2008; note: nearly all actives have a fitted effect of over 55% in size
#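 Human K18 P301L fragment (15 uM unlabeled plus 0.24 uM Alexa 594-labeled) in 100 mM sodium acetate pH 7 with compound, aggregation induced by 20 uM heparin for 6 hr at 37 C. ThT (30 uM) added for 1 hr, then Alexa 594 FP read.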
# ALDH1A1 inh: qHTS Assay for Inhibitors of Aldehyde Dehydrogenase 1 (ALDH1A1). 220,000 tested, 7.3% active. Aldehyde dehydrogenase 1A1 (Homo sapiens), P00352. Purified ALDH1A1, NADH fluorescence, propionaldehyde substrate. Potency, µM (highest dose often 75.3 µM), for the others: at the top dose activity, negative = inhibition, most hits filed as inhibitors; active = well fitted inhibition curve with a large enough effect, not every such curve was filed as active; inconclusive = small, poorly fitted or top-dose-only effect, or another doubt; inactive = no such curve, though single readings can be large or run the other way;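 note: plate controls were no enzyme wells and a reference inhibitor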
# aGal spleen mod: qHTS Assay for Inhibitors and Activators of Human alpha-Galactosidase From Spleen Homogenate | human spleen homogenate, 4MU-alpha-Gal fluorescence, 40 min | Potency, µM (highest dose often 80 µM), for the others: top-dose activity change, negative = inhibition, actives largely listed as inhibitors | 240,000 tested, 0.008% active;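 note: 0% = enzyme with vehicle and -100% = no enzyme basal signal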
#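 Human spleen homogenate (1 ug) as enzyme source, 4-methylumbelliferyl-alpha-D-galactopyranoside 1 mM final, citrate/phosphate pH 5.0 with 0.01% Tween-20. Compounds 40 min at 37C, NaOH/glycine stop; fluorescence Ex 365/Em 440, Hill-fit AC50.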
# Starred values were filed as active, the others as inactive; ? = inconclusive; . = no result given; [ ] = remark or other dose. Unless noted, calls come from the whole dose curve; as a rule, active = well fitted curve in the direction sought with a large enough effect; inconclusive = small, poorly fitted or top-dose-only effect, or another doubt; inactive = no such curve, though single readings can be large; an effect the other way counts as inactive or inconclusive. Unless noted, % is set by controls: 0 for no effect and ±100 for the full control effect; potency is the fitted concentration of half-maximal effect. Compounds as they come, and some 8.5% of all compounds hit somewhere here.
# Each structure is followed by: Tau fibril FP | Tau fluor cs | TRb-SRC2 inh | TexasRed fluor | aGal spleen mod | ALDH1A1 inh | Tau ThT inhib | L3MBTL1 inh
COC(=O)CSc1nc(N2CCOCC2)c2c(c1C#N)CC(C)(C)N(C)C2
  -1% | -5% | -9% | -2% | 7% | ? | -2% | .
CCOC(=O)CNC(=O)c1cc(OC)cc(OC)c1
  -2% | -7% | -4% | 1% | 6% | -1% | -8% | .
CC(C)NC(=O)Cn1c(SCC(=O)c2ccc(F)cc2)nc2ccccc21
  -6% | 5% | -14% | 0% | -16% | ? | 8% | 8%
CCN(C(=O)c1cn(C)c(=O)c2cc(OC)c(OC)cc12)c1cc(OC)ccc1OC
  -7% | -9% | -7% | 0% | ? | 1% | -3% | 3%
O=C(CNC(=O)c1ccc(Br)cc1)NCC(=O)OCC(=O)c1ccccc1
  0% | -2% | 3% | -8% | 2% | 7% | 0% | .
Cc1c(C(=O)N2CCCCCC2)c(S(=O)(=O)NCc2ccc(Br)cc2)c(C)n1C
  -4% | -9% | -5% | ? | . | . | -1% | .
O=C(Cc1ccccc1)N/N=C/C=C/c1ccccc1[N+](=O)[O-]
  -12% | -3% | -7% | 0% | -24% | 2% | -4% | -3%
CC1(C)CC(NC(=O)C23CCC(C)(/C(=N/O)C2)C3(C)C)CC(C)(C)N1 (stereo unspecified)
  -7% | 1% | -21% | 2% | 9% | 1% | 12% | 3%
CCc1ccc2oc(-c3cccc(NC(=O)c4cccnc4)c3)nc2c1
  ? | ? | 7% | 1% | 3% | -3% | -13% | -3%
O=C(Nc1ccccc1)Nc1ccc2ccccc2c1
  -11% | ? | -3% | -4% | 4% | . | 4% | 6%
CCN1CCN(CC(=O)Nc2nc3ccc(OC)cc3s2)CC1
  -1% | -4% | -8% | 0% | 1% | ? | -10% | .
O=C(NN1CCOCC1)c1cc(-c2cccs2)nc2ccccc12
  7% | -10% | -5% | 2% | 26% | ? | -9% | 7%
CCOC(=O)c1c(-c2cccs2)csc1NC(=O)COC(=O)c1c(C)noc1C
  -4% | -22% | -2% | -3% | 3% | -16% | -18% | .
CCCCCn1c(CN2CCN(C(=O)OCC)CC2)nc2c1c(=O)[nH]c(=O)n2C
  -4% | -5% | -8% | -2% | 2% | 11µM* | -9% | -3%
COc1cccc(NC2c3ccccc3C(=O)N2Cc2ccccc2Cl)c1 (stereo unspecified)
  10% | -11% | 1% | 0% | 7% | . | . | .
Cc1cccc2cc(C3CC(c4cccs4)=NN3S(C)(=O)=O)c(Cl)nc12 (stereo unspecified)
  ? | -24% | 1% | -4% | -4% | . | -12% | -14%
COc1cccc(-c2nn(-c3ccccc3)cc2CN(C)Cc2ccon2)c1
  -9% | ? | 4% | -6% | -9% | -12% | -19% | 8%
O=C(Nc1ccc(Cl)cc1)Nc1nnc(SCc2ccccc2)s1
  -8% | -18% | 3% | -6% | 0% | 4% | 15% | -8%
CCOC(=O)c1cccc(NC(=O)N2CCC(CN3CCCCCC3)CC2)c1
  -7% | -3% | 4% | 5% | . | . | ? | .
CC(C)(C)c1ccc(CSc2nnc(-c3ccccn3)n2Cc2ccco2)cc1
  -1% | -15% | -18% | -1% | -5% | ? | ? | .
COC(=O)C1=C(C)Nc2nnnn2C1c1ccccc1Cl (stereo unspecified)
  14% | 9% | -9% | 1% | 1% | 2.5µM* | -2% | 1%
Cc1ccc(-n2c(P(C)(=O)O)nc3ccccc32)cc1
  -8% | -12% | -5% | -5% | -6% | 5% | -8% | 18%
COc1ccc(C(=O)Cn2c(N3CCOCC3)nc3ccccc32)cc1OC
  1% | 12% | -5% | -5% | -6% | -8% | 9% | 21%
CC1=NN(c2ccccc2)C(=O)C1C=Nc1ccc(N(C)C)cc1 (stereo unspecified)
  5% | ? | ? | 12% | 3% | . | 7.9µM* | ?
CC(C)=CCC/C(C)=C/CO/N=C1/[C@H]2O[C@@H]2[C@@H](O)[C@H]2[C@H]1CCn1c(=O)n(C)c(=O)n12
  5%[11.6 µM] | -8%[11.6 µM] | -3%[11.2 µM] | ? | -10%[17.5 µM] | 11%[13.5 µM] | -5%[11.5 µM] | .
O=C(NCCO)C1COc2ccccc2O1 (stereo unspecified)
  -5% | 1% | -7% | -1% | 1% | 6% | 1% | 8%
CCc1ccc(NC(=S)NC(=O)c2c(-c3ccccc3Cl)noc2C)cc1
  -12% | ? | 0% | -2% | 21% | . | . | .
N#Cc1cn(CCCOc2ccccc2)c2ccccc12
  -14% | -30% | 6% | 0% | 1% | -10% | ? | 28%[11.4 µM]
CC1CCN(C(=O)CCc2ccc(Oc3cc([N+](=O)[O-])cc([N+](=O)[O-])c3)cc2)CC1
  7% | -21% | -2% | -2% | 8% | ? | ? | ?
CC(C)c1ccc(OCc2ccc(C(=O)N3CCN(c4ccccn4)CC3)cc2)cc1
  -5% | -15% | 7% | -4% | 0% | -8% | ? | -9%
CN(C(=O)c1c[nH]c2ccc(S(=O)(=O)Nc3cccc(C(F)(F)F)c3)cc2c1=O)C1CCCCC1
  2% | -28% | -3% | -3% | . | . | -7% | .
Cc1ccc(Cl)cc1NC(=O)c1oc2ccc(S(=O)(=O)N3CCC4(CC3)OCCO4)cc2c1C
  2% | 0% | 0% | 0% | . | . | 3% | .
CCN(CC)CCCNC(=O)c1cc(-c2ccc(Cl)cc2)on1
  1% | -3% | 3% | 0% | -3% | 3% | -7% | 3%
CN(Cc1ccc(F)cc1)S(=O)(=O)c1nnc(NC(=O)c2ccccc2Cl)s1
  6% | -8% | -4% | 0% | . | . | 11% | .
O=C(O)CP(=O)(c1ccccc1)c1ccccc1
  1% | 2% | -2% | -1% | -3% | 7% | 0% | -3%
OC(CNCc1ccccc1)(c1ccc(F)cc1)c1ccc(F)cc1
  2% | -24% | 1% | -2% | 4% | 9% | -18% | 12%
O=C(O)c1c[nH]ccc1=O
  0% | -4% | -8% | -1% | -7% | ? | -7% | -12%
Cc1ccc(C(C)C)c(OCC(=O)Nn2c(=O)[nH]c3ccccc3c2=O)c1
  -2% | -5% | -6% | 2% | 2% | -1% | 2% | -5%
Cc1cc(/C=N/NC(=O)COc2cccc3cccnc23)c(C)n1-c1ccc(O)cc1
  2% | ? | 0% | -3% | 5% | ? | ? | -3%
Cc1ccccc1NC(=O)c1cccc(C(F)(F)F)c1
  -3% | 2% | -4% | -1% | 3% | 9% | 1% | 6%
COc1ccccc1CNC(=O)C(C)n1c(=O)cc(-c2ccccc2)c2c(C)nn(C)c21 (stereo unspecified)
  2% | -6% | -4% | -16% | . | . | ? | .
CCNC(=O)Nc1cc2nc(C)n(Cc3ccc(Br)cc3)c2nc1C
  -4% | -1% | -6% | -3% | 2% | -3% | -5% | 8%
O=C1CC(N2C(=O)/C(=C/C=C/c3ccccc3)SC2=S)C(=O)N1c1ccccc1 (stereo unspecified)
  13% | -17% | 10%[53 µM] | 1%[53 µM] | -6% | ? | ? | -1%
Cc1cccc(OC2CCN(Cc3c(C(=O)N4CCCC4)nc4ccccn34)CC2)c1
  -7% | -4% | 4%[53 µM] | -1%[53 µM] | -3% | ? | -5% | -3%
CCc1c(C)c2ccc(O)c(CN3CCN(c4cc(Cl)ccc4C)CC3)c2oc1=O
  -2% | -3% | -10% | 0% | . | . | -5% | .
COc1ccc2c(=O)c(-c3cnn(-c4ccccc4)c3)c(C)oc2c1
  9% | -26% | 4% | 0% | 7% | ? | ? | 1%
O=C(COc1ccc(Br)cc1)N1CCN(c2ccc([N+](=O)[O-])c(N3CCCCC3)c2)CC1
  11% | -23% | -1% | -1% | 3% | 4µM* | ? | ?
O=C(CCC(=O)N1CC2CCCN2c2ccccc21)NCc1ccc(F)cc1 (stereo unspecified)
  13% | -15% | -8% | -1% | . | . | -13% | .
O=S1(=O)c2ccccc2N=NN1Cc1cc(Cl)cc(Cl)c1
  5% | -28% | -6% | -1% | 0% | ? | ? | .
Cc1nc(N2CCCC2)c2c(C(=O)N3CCN(c4cc(Cl)ccc4C)CC3)c(C)oc2n1
  -1% | -4% | -4% | ? | . | . | -14% | .

# (more compounds)
# Each structure is followed by: Tau fibril FP | Tau fluor cs | TRb-SRC2 inh | TexasRed fluor | aGal spleen mod | ALDH1A1 inh | Tau ThT inhib | L3MBTL1 inh
CCCCc1ccc(NS(=O)(=O)c2cc3c4c(c2)CC(=O)N4CCC3)cc1
  10% | -27% | 1% | -3% | . | . | ? | .
CC1CCc2nc(NCCO)nc(C(F)(F)F)c2C1 (stereo unspecified)
  3% | 7% | -2% | 3% | -9% | -2% | -2% | .
CCOc1ccccc1NC(=O)Cn1nnc(C(=O)NCc2ccc(F)cc2)c1N
  -9% | 10% | 1% | -1% | . | . | 14% | .
CC(=O)c1ccc(N2CCN(c3nc4ccccc4c4nc(-c5cccc(C)c5)nn34)CC2)cc1
  5% | -9% | -6% | 3% | . | . | 2% | .
CCOC(=O)C1CCN(c2nc(C)nc3c2oc2ccccc23)CC1
  5% | -6% | -4% | -2% | 11% | 0% | ? | 3%
CC(C)c1ccc(NC(=O)NC2CC3CCC(C2)N3Cc2cccs2)cc1 (stereo unspecified)
  -12% | -9% | 17% | 1% | 11% | -1% | 1% | .
Cc1ccccc1C(=O)NCC(c1ccc(N(C)C)cc1)N1CCCC1 (stereo unspecified)
  -5% | -7% | -6% | -1% | . | . | -10% | .
Cc1ccc(NCC(=O)N/N=C/c2cccn2C)cc1
  6% | -23% | -2% | -5% | 9% | . | ? | -14%
CN1CCN(c2ccc(NC(=O)COc3ccccc3Cl)cc2)CC1
  2% | -16% | 3% | -3% | -3% | -4% | ? | .

# Screening results from PubChem.
